aSyn rescue: inhibitors of alpha-synuclein toxicity in yeast. Yeast expressing alpha-synuclein, growth rescue, BacTiter-Glo, 24 h. actives 0.14% (n = 370,000). AID 652106. Potency, µM (titrated, usually from 46.1 µM), without a hit: top-dose growth rescue (activation), actives largely listed as activators; note: potency is the fitted concentration of half-maximal effect; % of control where 0% means no effect; nearly all actives have a fitted effect of over 65% in size
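Screening used galactose-induced yeast with toxic alpha-synuclein levels, exposed to compound for 24 hr at 30 deg C. Cell growth, read with BacTiter-Glo luminescence, gave the measured signal.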
GLP-1R inv ag: inverse agonists of human GLP-1 receptor; HEK293 GLP-1R CRE-luciferase, luminescence, 24 h; GLP-1R form is constitutively active; Potency, µM (doses to about 38.3 µM), inactives show top-dose activity change, negative = inhibition, actives largely listed as inhibitors; actives 1.6% (n = 410,000); note: potency is the fitted concentration of half-maximal effect; % is set by controls: 0 for no effect and ±100 for the full control effect; nearly all actives have a fitted effect of over 55% in size
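Readout was luciferase luminescence, measured 12 min after detection reagent at room temperature. Beforehand, GLP-1R reporter HEK293 cells had sat 12 h, then received compounds for 24 hr at 37 deg C.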
TDP43 rescue: inhibitors of TDP-43 toxicity in yeast | actives 1.8% (n = 410,000) | Potency, µM (highest dose often 46.1 µM), for inactives: at the top dose growth rescue (activation), most hits filed as activators | TDP-43 expressing yeast growth rescue, BacTiter-Glo, 24 h | AID 652104; note: potency is the fitted concentration of half-maximal effect; % of control where 0% means no effect; nearly all actives have a fitted effect of over 50% in size
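Cell-based yeast growth screen: TDP-43 expression induced in galactose, inoculum OD600=0.02 after raffinose pregrowth to mid-log. Read-out BacTiter-Glo luminescence at 24 hr, 30 deg C; inhibition of toxicity seen as signal increase.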
D3 antag: D3 dopamine receptor (human) antagonism; P35462; D3R cells, DiscoveRx beta-arrestin luminescence, antagonist mode; stronger effect = lower value; max response, negative = inhibition, %; actives 2.5% (n = 360,000); AID 652054; in the data active = max response below about -50%; inconclusive = no clear call, values can overlap the other calls; note: % is set by controls: 0 for no effect and ±100 for the full control effect; mostly tested at two doses, the higher about 12 µM
Target sequence (P35462 whole entry, looked up): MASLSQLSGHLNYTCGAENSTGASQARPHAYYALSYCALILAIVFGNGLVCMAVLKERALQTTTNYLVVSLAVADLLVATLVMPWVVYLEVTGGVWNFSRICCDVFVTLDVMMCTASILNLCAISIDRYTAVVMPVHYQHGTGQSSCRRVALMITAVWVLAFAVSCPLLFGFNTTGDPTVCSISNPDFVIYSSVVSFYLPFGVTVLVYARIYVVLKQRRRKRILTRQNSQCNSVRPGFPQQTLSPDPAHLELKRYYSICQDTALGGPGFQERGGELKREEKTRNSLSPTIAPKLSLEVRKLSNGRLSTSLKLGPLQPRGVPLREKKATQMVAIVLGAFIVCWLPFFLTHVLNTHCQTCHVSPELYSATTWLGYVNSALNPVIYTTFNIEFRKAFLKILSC
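Cells expressing the human receptor were seeded at 1500 cells/well, incubated overnight at 37 degrees C in 5% CO2, then exposed to library compounds with dopamine controls for 90 minutes at 37 degrees C before luminescent detection.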
Abeta rescue: restores growth of yeast expressing A-beta42 peptide; yeast expressing A-beta42, growth rescue, OD600, 48 h; response scale: 0% DMSO, 100% iron-clioquinol control; Potency, µM (doses to about 46.1 µM), for inactives: at the top dose growth rescue, hits mostly activators; actives 0.063% (n = 410,000); note: potency is the fitted concentration of half-maximal effect; nearly all actives have a fitted effect of over 55% in size
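Growth rescue measured by 600 nm absorbance after 48 h yeast culture at 30 C with compound. Values normalized between DMSO and an equimolar ferric chloride plus clioquinol control.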
PTHR1 ag: PTHR1 (human) receptor agonism | HEK293 GP2 PTHR1 cells, GloSensor cAMP luminescence, 1 h | AID 743266 | Potency, µM (series often up to 115 µM), inactives show top-dose activation, usual class: activators | actives 0.075% (n = 410,000); note: potency is the fitted concentration of half-maximal effect; nearly all actives have a fitted effect of over 55% in size; some results filed as inactive show a strong effect at the top dose; inactives centre near -15; many of its hits are not listed in these tables
Target sequence (Q03431 whole entry, looked up): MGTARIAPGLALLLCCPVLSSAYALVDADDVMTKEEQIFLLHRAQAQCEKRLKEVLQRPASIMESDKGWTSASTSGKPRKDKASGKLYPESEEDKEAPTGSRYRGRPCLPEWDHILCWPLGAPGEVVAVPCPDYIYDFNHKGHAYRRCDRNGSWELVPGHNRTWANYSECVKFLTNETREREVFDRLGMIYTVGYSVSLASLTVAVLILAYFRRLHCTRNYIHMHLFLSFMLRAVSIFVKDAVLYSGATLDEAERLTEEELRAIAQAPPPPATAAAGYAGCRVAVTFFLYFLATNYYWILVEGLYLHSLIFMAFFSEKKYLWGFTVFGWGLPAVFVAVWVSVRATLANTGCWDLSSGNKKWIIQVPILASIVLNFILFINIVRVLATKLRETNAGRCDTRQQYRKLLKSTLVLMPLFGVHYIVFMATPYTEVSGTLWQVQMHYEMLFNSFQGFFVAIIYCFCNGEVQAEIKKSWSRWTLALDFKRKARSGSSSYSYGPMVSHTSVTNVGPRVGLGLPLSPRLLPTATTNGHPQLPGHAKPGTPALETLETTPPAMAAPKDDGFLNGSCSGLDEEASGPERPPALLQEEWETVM
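HEK-293-derived GP2 cells expressing PTHR1 and a GloSensor cAMP reporter, 3,000/well, plated overnight, given luciferin plus IBMX (each 0.5 mM as added) for 1 h at 37 °C, then compound for 1 h at 37 °C. Luminescence was read after 15 min at room temperature.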
GLP-1R agonist: activates the human GLP-1 receptor; P43220; HEK293 GLP-1R CRE-luciferase, luminescence, 4-6 h; cells express a hypersensitive GLP-1R form; Potency, µM (doses to about 45.6 µM), without a hit: top-dose activation, actives largely listed as activators; actives 0.007% (n = 380,000); note: potency is the fitted concentration of half-maximal effect; % of control where 0% means no effect
pAkt inh: inhibitors of Akt phosphorylation. AID 651550. Neuro2A IGF-stimulated pAkt S473 HTRF, 20 min; stronger effect = lower value. activity change, % for hits at 50 µM. actives 0.32% (n = 360,000); in the data active = activity change below about -80%; inconclusive = mostly about -51% to -80%; note: % is set by controls: 0 for no effect and ±100 for the full control effect
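Neuro2A cells (4,500/well, DMEM with 0.5% FBS) were treated with compound at a single 50 µM final concentration, stimulated with 6 nM IGF for 20 min at 37 °C, and lysed. Phospho-Akt Ser473 was read by HTRF as 665/615 ratio ×10^4.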
FUS suppressor: rescues growth of FUS-expressing yeast; AID 1347120; S. cerevisiae FUS-expressing, growth rescue, OD600, 24 h; actives 0.24% (n = 390,000); Potency, µM (top dose mostly 76.6 µM), for the others: top-dose growth rescue (activation), actives largely listed as activators;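 note: potency is the fitted concentration of half-maximal effect; plate controls were DMSO vehicle for no effect and reference control for full effect; nearly all actives have a fitted effect of over 55% in size; some results filed as inactive show a strong effect at the top dose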
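Absorbance at 600 nm, taken 24hr after compound addition, measured rescue of FUS-yeast growth at 30C. Induction used 2% galactose with seeding at OD 0.005. Controls: CP55940 from 92uM final, DMSO only.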
Numbers without * were called inactive; i = inactive; ? = inconclusive; . = no result given; [ ] = remark or other dose. Unless noted, calls come from the whole dose curve; as a rule, active = well fitted curve in the direction sought with a large enough effect; inconclusive = small, poorly fitted or top-dose-only effect, or another doubt; inactive = no such curve, though single readings can be large; an effect the other way counts as inactive or inconclusive. Only part of the results is shown, so the mix of outcomes need not match the whole.

SMILES | aSyn rescue | GLP-1R inv ag | TDP43 rescue | D3 antag | Abeta rescue | PTHR1 ag | GLP-1R agonist | pAkt inh | FUS suppressor
O=C(CCn1c(=O)c2cccn2c2cccnc21)N1CCN(c2ccc(Cl)cc2)CC1 | . | -2.1% | 23.1% | . | -13.9% | -17.6% | . | . | -28.8%
CCNC(=S)NNC(=O)c1cc(-c2cccc(C)c2)nc2ccccc12 | -48.7%[inhibitor] | -0.7% | -63.5%[inhibitor] | -9.1 | -70.4%[inhibitor] | -13.3%[57.5 µM] | -10.5% | i | 37.7%
CCOc1ccc(-c2nnc(SCC(=O)N3CCNC3=O)o2)cc1 | 2.5% | ? | 8.9% | 1.6 | -3.0% | -33.9%[inhibitor] | 0.0% | i | -7.7%
COc1cc(NS(=O)(=O)c2ccc(NC(=O)c3ccc(C(C)=O)cc3)cc2)nc(OC)n1 | . | 5.0% | 5.2% | . | -4.7% | i | . | . | 17.7%
CCOC(=O)c1cc(CC)sc1NC(=O)C(c1ccccc1)c1ccccc1 | 5.2% | ? | -9.8% | -22.5 | 1.4% | -13.0%[57.5 µM] | -8.0% | i | 7.2%
COc1cc(OC)cc(C(=O)Nn2cc(C(=O)Nc3ccccc3F)c3ccccc3c2=O)c1 | -1.1% | ? | -19.3% | -11.5 | -3.0% | -18.8% | -0.2% | i | 33.7%
CCC(C)(C)n1nnnc1C(c1cc2cc(C)cc(C)c2[nH]c1=O)N1CCN(Cc2ccc3c(c2)OCO3)CC1 (configuration not stated) | 1.3% | -21.2% | -7.2% | ? | 10.7% | -5.3% | -0.2% | i | .
COc1cc(/C=N/NC(=O)CC2(C)OCCO2)cc(Br)c1O | 0.3% | 7.8% | -17.2% | 4.1 | -8.8% | i | -3.6% | i | -30.8%
NC1=NC(=O)CC(C(=O)Nc2cccc3ccccc23)S1 (configuration not stated) | 16.7% | 0.1% | -6.9% | 0.7 | -7.4% | i | 3.7% | i | 12.7%
O=C(CSc1nnc(-c2ccncc2)n1-c1ccccc1)NCC1CCCO1 (configuration not stated) | -0.6% | 22.1% | 8.6% | 5.5 | 0.6% | i | 10.0% | i | -10.2%
COc1ccc(-n2c(-c3ccc(Cl)cc3)c[nH]c2=S)cc1 | -2.9% | -19.3% | 11.9% | -5.4 | 31.8% | -9.2% | 13.2% | i | 13.0%
Cc1ccc(C(=O)OCC(=O)NC2CCCCC2)o1 | 0.3% | 11.3% | 12.1% | 13.8 | -5.1% | i | -2.0% | i | 4.5%
Cc1ccccc1C(=O)c1c[nH]c(C(=O)NCc2ccco2)c1 | 0.0% | 8.7% | 10.7% | 0.0 | 22.2% | -24.4% | 0.6% | i | 5.4%
O=C(O)Cc1ccc(NC(=O)C(c2ccccc2)c2ccccc2)cc1 | -4.2% | 2.5%[7.66 µM] | 24.7%[9.22 µM] | 5.9 | 15.0% | i | -0.2% | i | 5.6%
CCOc1ccccc1Nc1nc(-c2sc(NC(=O)c3cccc(Cl)c3)nc2C)cs1 | 5.8% | 9.7% | 12.2% | 15.6 | 0.4% | -4.1% | -2.3% | i | 13.1%
CN(C(=O)Cn1nnc2ccccc2c1=O)C1CCCCC1 | -4.5% | 12.2% | -27.0% | 7.2 | -12.4% | -10.5% | 13.9% | i | 25.1%
COCc1[nH]nc2c1C(c1ccsc1)C(C#N)=C(N)O2 (configuration not stated) | -0.5% | 11.1% | 16.1% | 11.5 | 30.0% | i | -11.0% | i | -2.6%
CCC(C)NC(=O)COCc1cc(-c2ccc3c(c2)OCO3)on1 (configuration not stated) | -11.5% | 6.1% | 12.2% | -0.6 | -2.3% | i | 13.7% | i | 12.8%
C=CCn1c(O)c(N=NC(=O)OC(C)(C)C)c2ccccc21 | 0.3% | 0.0% | 19.3% | 1.3 | 5.2% | i | 11.8% | i | .
COc1ccc(CNC(=O)[C@H](C)NC(=O)C2CCN(C(=O)[C@@H](N)Cc3ccccc3)CC2)cc1 | 3.2% | -7.7% | 26.6% | 5.4 | 1.9% | -34.1%[inhibitor] | -1.6% | i | -9.7%
Cc1ccc2ncc(C(=O)NCc3ccccc3Cl)c(=O)n2c1 | . | 17.9% | 13.3% | . | -20.2% | -16.4% | . | . | -8.5%
CCC(C)c1ccc2oc(-c3ccc(NC(=O)c4cc5ccccc5o4)cc3)nc2c1 (configuration not stated) | . | 2.0% | 19.4% | . | 3.9% | -31.3%[inhibitor] | . | . | 7.4%
O=C(Nc1ccccc1N1CCCC1)C1CCN(C(=O)c2ccc(Cl)cc2)CC1 | 8.0% | ? | 9.4% | 15.4 | 20.9% | -24.3% | -0.8% | i | 19.8%
Cc1cccc(Nc2nc(-c3ccc4c(c3)OCCO4)cs2)c1 | -10.5% | ? | 12.5% | 14.1 | 2.6% | -4.2%[57.5 µM] | -3.9% | i | 10.8%
CCN(Cc1nc2ccccc2c(=O)[nH]1)Cc1cc(=O)oc2cc(C)c(C)cc12 | 4.4% | -15.2% | -6.0% | -20.7 | -1.3% | i | 0.3% | i | 24.0%
Cc1csc(NC(=O)COc2ccc3c(C)cc(=O)oc3c2)n1 | 2.0% | 0.0% | -9.3% | 2.6 | 12.0% | i | 2.6% | i | -10.5%
CCCCC(=O)NC(=S)Nc1cc(C(=O)O)ccc1Cl | -10.8% | 16.5% | 0.3% | 7.8 | -13.8% | -0.5% | 11.9% | i | 6.0%
CCN(CC)S(=O)(=O)c1ccc2c(c1)c(=O)c(C(=O)NCCOC)cn2C | 0.5% | 0.0% | -7.0% | -13.1 | 7.2% | i | -3.7% | i | 13.0%
CCc1ccc(C2C(C#N)=C(N)N(N(C)C)C3=C2C(=O)CCC3)s1 (configuration not stated) | -10.7% | 23.9% | 0.0% | -8.9 | -2.5% | i | 0.6% | i | .
COc1ccc(C(=O)CCC(=O)N2CCN(c3ccccc3)CC2)cc1 | 8.6% | -18.4% | 11.4% | 4.2 | -3.4% | -62.3%[inhibitor] | 4.6% | i | 9.2%
O=C(CNC(=O)c1cccc(Cl)c1)NCCCSc1ccccc1 | 8.6% | ? | ? | 22.0 | 5.2% | -16.7% | -2.7% | i | 6.0%
COc1ccc(/C=N/NC(=O)CN2CCN(Cc3ccccc3)CC2)cc1Br | 4.6% | -20.1% | -5.3% | ? | 0.2% | i | 18.4% | i | 5.9%
CC1CCCCC1NC(=O)CN(C)S(=O)(=O)c1cccc2nsnc12 (configuration not stated) | 4.2% | 1.4% | ? | -29.9 | 2.9% | i | 5.5% | i | 5.2%
CCOC(=O)CC1(NC(=O)c2cc(COc3c(F)cccc3F)on2)CCCCC1 | 0.4% | ? | -9.1% | 8.2 | -9.3% | -23.2% | 1.2% | . | 22.8%
COc1cccc(-c2nc3ccc([N+](=O)[O-])cc3o2)c1 | 5.5% | -3.3%[7.66 µM] | -7.6% | 16.5 | 6.6% | i | 1.2% | i | 1.2%
O=[N+]([O-])c1ccc(S(=O)(=O)Nc2nc3ccccc3nc2Nc2ccccc2)cc1 | 0.7% | 50.2%[activator] | 14.2% | -1.5 | -9.9% | -40.4%[inhibitor] | 0.9% | i | -5.5%
COCCN1C(=O)C(=O)/C(=C(/O)c2ccc(C)cc2)C1c1ccccn1 (configuration not stated) | ? | 8.1% | -23.9% | 1.3 | -13.0% | ? | -2.8% | i | -4.1%
Cc1c(SCCO)c(=O)[nH]c2cc3c(cc12)OCO3 | 1.7% | 19.6% | -0.9% | 2.4 | 5.3% | -4.2%[57.5 µM] | -3.7% | i | 9.0%
O=C(CCCC(=O)c1ccc(F)cc1)c1ccc(F)cc1 | 1.9% | ? | ? | 33.5 | 6.6% | -13.7% | 6.3% | i | 11.4%
NC(=O)c1sc2nc3c(c(-c4ccco4)c2c1N)CCC3 | 10µM* | ? | 6.6% | -22.7 | 9.4% | i | -0.3% | i | -4.6%
COc1cc2c(cc1OC)C(c1ccccc1Cl)N(C)CC2 (configuration not stated) | 2.7% | 16.2% | 9.5% | 5.4 | 4.5% | -22.6% | -5.7% | i | -6.5%
O=C(N/N=C/c1ccc2c(c1)OCO2)C(=O)Nc1ccccc1 | -5.4% | 9.6% | -6.7% | -1.6 | 2.4% | 5.2% | -0.7% | i | 10.5%
COc1ccc(CN2CCNC(=O)C2CC(=O)N(C)Cc2ccon2)cc1OC (configuration not stated) | -7.7% | 12.0% | 11.0% | 5.4 | -5.9% | i | 3.2% | i | -8.0%
CN(C)/C=C/C1=CC(=O)CC(C)(C)C1 | 11.5% | 9.0% | -14.3% | -16.2 | -14.4% | -20.8% | 0.1% | i | 29.4%
COCCCNC(=O)/C=C/[C@H]1O[C@@H](n2cnc3c(NC(=O)c4ccccc4)ncnc32)[C@H](O)[C@@H]1O | 0.7% | 30.0% | 7.6% | -26.2 | -7.1% | 3.4% | -2.3% | i | -23.9%
CCOc1ccc2oc(C(=O)NNC(=O)c3csc(N4CCOCC4)n3)c(C)c2c1 | 3.4% | -1.5% | 12.1% | 1.9 | -6.4% | -5.1% | 1.1% | i | ?
O=C(Nc1ccccc1N1CCCCC1)c1cc(S(=O)(=O)N2CCOCC2)ccc1Cl | 5.2% | ? | 9.2% | 8.5 | 11.6% | -9.5% | 4.9% | i | 33.0%
COc1ccc(-c2nnc(SCC(=O)Nc3cccc(Cl)c3)o2)cc1 | -8.4% | 40.5%[activator] | 13.6% | -17.7 | 20.6% | i | 1.7% | i | 9.0%

Screening results: PubChem BioAssay, National Center for Advancing Translational Sciences (NCATS)
